Screening data from PubChem BioAssay.
EBI2 antag – antagonists of human EBI2 receptor; P32249; EBI2 beta-arrestin recruitment, luminescence, 7a,25-OHC stimulated; inhibition, % at 5 µM; actives 0.81% (n = 360,000); AID 651636; in the data active means inhibition above about 38%;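 further: enzyme fragment complementation signal reports receptor beta-arrestin coupling in cells; 0% = agonist plus DMSO wells and 100% = wells without agonist; some results beyond the cut were filed as inactive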
Target sequence (P32249 whole entry, looked up, the tested form may be a part): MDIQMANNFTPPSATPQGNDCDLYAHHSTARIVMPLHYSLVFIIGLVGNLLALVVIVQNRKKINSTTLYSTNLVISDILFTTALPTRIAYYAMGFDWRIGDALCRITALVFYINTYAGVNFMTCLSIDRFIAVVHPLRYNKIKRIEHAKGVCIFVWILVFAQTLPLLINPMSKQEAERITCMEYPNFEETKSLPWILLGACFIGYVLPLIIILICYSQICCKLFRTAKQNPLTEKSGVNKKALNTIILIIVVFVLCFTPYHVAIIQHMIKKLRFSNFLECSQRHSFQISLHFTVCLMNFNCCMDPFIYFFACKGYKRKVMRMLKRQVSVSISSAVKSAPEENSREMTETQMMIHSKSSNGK
* hit, by the source's call.

#	Structure	EBI2 antag
1	CCOC(=O)N(C)c1c(CC)nc2c(OCc3ccc(F)c(F)c3)cccn12	-2
2	COc1ccc(C(=O)NC(C)Cc2c[nH]c3ccccc23)cc1 (stereo unspecified)	-2
3	CCOC(=O)C1=CC[C@@H](c2ccc(OC)cc2)N(S(=O)(=O)c2ccc(C)cc2)[C@H]1CC	0
4	CN1OC[C@@H]2CN(S(=O)(=O)c3cccc4ccccc34)[C@H](c3ccc(N4CCCCC4)cc3)C[C@@H]21	4
5	C=C1C(=O)OC2C1CCC(C)=CCCC1(C)OC21 (stereo unspecified)	14
6	Cc1cc(C(=O)N2CCC2(C)C(=O)Nc2ccc3[nH]ncc3c2)nn1C (stereo unspecified)	-2
7	Cc1ccc(OCc2nc3ccccc3n2C(C(=O)NC(C)(C)C)c2ccccc2)cc1 (stereo unspecified)	15
8	O=[N+]([O-])c1cccc(S(=O)(=O)Nc2ccccn2)c1	-3
9	CC1(C(=O)NCc2ccccc2)CCC(=O)N1CCCn1ccnc1 (stereo unspecified)	3
10	Cn1c(=O)c2cc(NC(=O)OCCF)ccc2n1Cc1cccc(C(F)(F)F)c1	-5
11	CC(=O)Nc1cnc(-c2ccc3c(c2)OCO3)cn1	-3
12	CC1(C)CN(c2ccccc2)C(=O)[C@H]1CC(=O)Nc1ccccc1	-1
13	CCCCCCN1C[C@H](n2cc(C3CC3)nn2)[C@@H](O)C[C@@H]1c1ccc(OC)cc1	10
14	CN(C)CCCNc1nc2cc(-c3cncnc3)sc2c(=O)n1C	-6
15	Cc1cc(C)c(C)c(S(=O)(=O)N2CCC(C(=O)NCc3cccs3)CC2)c1C	3
16	CC(C)(C)NC(=O)C(c1cc2ccccc2o1)n1c(=O)c(-c2cc3ccccc3[nH]2)nc2ccccc21 (stereo unspecified)	1
17	Cc1ccc(CC2(C)C(=O)Nc3ccc(OC(F)(F)F)cc32)cc1 (stereo unspecified)	2
18	COc1ccc(NC(=O)C(c2ccncc2)n2c(=O)c(-c3ccco3)nc3ccccc32)cc1 (stereo unspecified)	1
19	Cc1ccnn1CCC(=O)N1CCCC(Nc2ccc(C(C)C)cc2)C1 (stereo unspecified)	9
20	COc1ccc(NC(=S)N2CCN(c3ccc4c(c3)C3CCN(C(=O)OCc5ccccc5)C4C3)CC2)c(OC)c1 (stereo unspecified)	8
21	O=C1c2ccccc2C(c2nnnn2Cc2ccccc2)N1CCOc1ccccc1 (stereo unspecified)	-9
22	O=C([C@H]1O[C@@H](n2ccc(=O)[nH]c2=O)[C@H](O)[C@@H]1O)N1CCN(c2ccc(Cl)cn2)CC1	-5
23	CC1=C(C(=O)N(C(C)C)C(C)C)CC(CC(=O)NC2CCCCC2)C(=O)N1CCC1=CCCCC1 (stereo unspecified)	3
24	C[C@H](CO)N1C[C@H](C)[C@@H](CN(C)Cc2ccc3c(c2)OCCN3C)OCc2cnnn2CCCC1=O	-4
25	CC1=C(C(=O)N(C(C)C)C(C)C)CC(CC(=O)NC2CCCC2)C(=O)N1Cc1ccc(F)cc1 (stereo unspecified)	-11
26	Cc1ccc(-c2nc3cc(C)c(Br)c(C)n3c2Cc2ccsc2)cc1	15
27	Fc1cccc(Cc2c(-c3ccccc3)nc3ccc(Cl)cn23)c1	-1
28	CC(=O)Nc1ccc(-c2ccnc3c2CC(C)(C(=O)NC(C)C)O3)cc1 (stereo unspecified)	-3
29	CC1CN(C(=O)COC(=O)c2ccc3ccccc3c2)CC(C)O1 (stereo unspecified)	-4
30	Cc1ccc(CN2CC(N3CCC(c4ccccc4)CC3)CS2(=O)=O)cc1 (stereo unspecified)	-1
31	CCCCCCn1c(=O)n2n(c1=O)[C@@H]1CN(S(=O)(=O)c3ccc(C)cc3)C[C@]1(O)[C@@H](OC(=O)NCC1CCCCC1)C2	20
32	Cc1ccc(S(=O)(=O)N2[C@H](CC(=O)c3cccc4ccccc34)OC[C@@H]2C(C)C)cc1	12
33	CC(=O)N1CCOc2ccc(S(=O)(=O)N3CCC(C(=O)NCc4ccc(Cl)cc4)CC3)cc21	90*
34	COCCn1c(C(=O)N(C)C)cc2c1C[C@H]1CN(C(=O)c3ccccc3)[C@@](Cc3ccc(F)cc3)(C(=O)OC)[C@@H]21	-11
35	CCCCNC(=O)c1nc(-c2cc3ccccc3[nH]2)oc1-c1ccccc1	-2
36	CCCCCCN1C[C@@H](n2cc(COC(=O)c3ccccc3)nn2)[C@H](O)C[C@@H]1c1ccc(OC)cc1	14
37	COC(=O)Cn1ccnc1[N+](=O)[O-]	-2
38	COc1ccc(NC(=O)c2ccc(-c3c(C)noc3C)c3ccoc23)cn1	-51
39	COc1ccc(-c2cc(C(=O)N3CCCCCC3)c3ccccc3n2)cc1OC	0
40	CN1OC[C@@H]2CN(S(=O)(=O)c3cccc(C(F)(F)F)c3)[C@H](c3ccc(N4CCCCC4)cc3)C[C@@H]21	1
41	Cc1ncc(C)c2c([N+](=O)[O-])cccc12	-12
42	O=C(CCCN1CCN(c2ccccc2)CC1)c1ccc(F)cc1	-7
43	COC(=O)c1cnc(Nc2nc(CN)cs2)nc1C(F)(F)F	-9
44	CCc1nc2ccc(C(=O)NCC3CCCCC3)cn2c1N(CCC(C)C)CCN(C)C	-5
45	O=S1(=O)CC(N2CCN(CC3CC3)CC2)CN1Cc1ccccc1 (stereo unspecified)	-11
46	O=C(C1CCCCC1)N1C[C@@H](O)[C@H](n2cc(-c3ccc(F)cc3)nn2)C[C@@H]1c1ccccc1	17
47	CN(Cc1ccccc1)C(=O)c1ccc2nc([C@@H]3O[C@H](CO)[C@H](O)[C@H](O)[C@H]3O)[nH]c2c1	-6
48	C[C@H](NC(=O)c1ncn2c1C(=O)NC[C@@H]2C)C(=O)OC(C)(C)C	-5
49	CC(=O)O[C@H]1[C@@H](O)[C@H](O)[C@H](Oc2c(O)c(C)c3c4c2[C@@H](C)CC[C@@H]4[C@@H](C)C[C@@H]3C=C(C)C)O[C@H]1C	10
50	COc1ccc(-c2ccc(CN3C(C(C)C)C(=O)N(Cc4cn(Cc5ccco5)nn4)CCS3(=O)=O)cc2)cc1OC (stereo unspecified)	18
51	O=C(NCc1ccco1)c1ccc(CS(=O)c2ccccc2Cl)o1 (stereo unspecified)	-2
52	CC(C)(C)NC(=O)C1(C)CCC(=O)N1C1CC1 (stereo unspecified)	-4
53	O=C(NCc1ccccc1)C(C1CC1)n1c(Cc2cc(F)cc(F)c2)nc2ccccc21 (stereo unspecified)	7
54	CCCC(=O)N1CCC1(C)C(=O)Nc1ccc2c(c1)OCCO2 (stereo unspecified)	-8
55	CSc1ccc(NC(=O)C2(C)CCN2C(=O)c2sccc2C)cc1 (stereo unspecified)	-1
56	O=C(NCC1CCCCC1)c1cc(-c2cc(F)ccc2OCC2CCCO2)n[nH]1 (stereo unspecified)	-5
57	Nc1ccn([C@@H]2O[C@H](C(=O)N3CCCN(Cc4cccs4)CC3)[C@@H](O)[C@H]2O)c(=O)n1	-4
58	CCc1nc2c(OCc3ccccc3)cccn2c1N(C)C(=O)c1ccc2c(c1)OCO2	1
59	Cc1cn([C@H]2C[C@H](O)[C@@H](CNC=O)O2)c(=O)[nH]c1=O	-1
60	Cc1cc(F)ccc1C(O)c1ncc(-c2cccc(OCc3ccccc3)c2)[nH]1 (stereo unspecified)	19

Next section
#	Structure	EBI2 antag
61	CN(C)c1ncnc2c1ncn2[C@H]1CN(Cc2cccnc2)C[C@@H](CO)O1	-5
62	COC(=O)[C@@]12C[C@@H](CC(=O)N3CCCCC3)C(=O)N(CCc3ccc(OC)c(OC)c3)C1=CCC(C)(C)C2	5
63	c1ccc2ncc(-n3ccnc3)cc2c1	1
64	Cc1cccc(CN2CCN(C3CN(Cc4ccc([N+](=O)[O-])cc4)S(=O)(=O)C3)CC2)c1 (stereo unspecified)	3
65	CCCCC[C@H](C)N1C[C@H](COCc2ccccc2)Oc2cc(N3CC[C@@H](N(C)C)C3)ccc2S1(=O)=O	10
66	O=C(C1=NOC2(C1)C(=O)N(Cc1ccccc1)c1ccccc12)N1CCOCC1 (stereo unspecified)	3
67	COc1cc2c(cc1NC(=O)c1ccccc1-c1ccccc1C(=O)O)-c1ccccc1C2	2
68	CO[C@@H]1CN(C)C(=O)c2ccc(NC(=O)C3CCCC3)cc2OC[C@@H](C)N(Cc2ccc(F)cc2)C[C@H]1C	6
69	CC(=O)c1sc(Nc2ccc(Oc3ccccc3)cc2)nc1C	21
70	CC(C)C[C@H]1CN([C@@H](Cc2ccccc2)CN2CCC[C@H]2CN2C(=O)C(=O)NC[C@@H]2Cc2ccc(O)cc2)C(=O)C(=O)N1CCc1ccccc1	5
71	Cn1ncc([N+](=O)[O-])c1C(=O)Nc1ccccc1C#N	4
72	CC1(C(=O)NC2CCCCCC2)CCN1C(=O)C1(c2ccccc2)CC1 (stereo unspecified)	6
73	O=C(Cc1csc2ccccc12)NCC1CC1	5
74	O=C(C[C@H]1C(=O)N(Cc2ccccc2)C[C@@H]1c1ccc(Br)cc1)Nc1ccc(Br)cc1	-2
75	Cc1ccc(S(=O)(=O)N2C[C@H]3[C@H]4C(=O)N(c5ccccc5)C(=O)[C@H]4C[C@H](OC(=O)Nc4c(C)noc4C)[C@@]3(O)C2)cc1	4
76	CSc1ccccc1C(=O)N1CCc2ccc(NC(=O)c3ccccn3)cc2C1	-3
77	Oc1ccc(C[C@H]2CN([C@@H](Cc3ccc(O)cc3)CN3CCC[C@@H]3CN3C(=S)NC[C@@H]3Cc3ccccc3)C(=S)N2CC2CCCCCC2)cc1	32
78	COc1ccc(-c2cnc3c(NC=O)cc(-c4ccccc4)cn23)cc1OC	5
79	CC(C)C[C@@H](COCc1ccc(F)cc1)N1CCN(C(=O)c2cccc(C(F)(F)F)c2)CCC1=O	0
80	CSCCC(C(=O)Nc1c(C)cccc1C)N1CCN(C/C=C/c2ccccc2)CC1 (stereo unspecified)	14
81	N#Cc1ccc(C(=O)N2CCCC(c3cc(C(=O)NCc4cccnc4)no3)C2)cc1 (stereo unspecified)	-4
82	Cc1nc(NC(=O)c2ccccc2)sc1-c1cc(C(=O)N2CCOCC2)nn1CCO	-4
83	CCc1nc2ccc(C(=O)N3CCN(C(=O)c4ccco4)CC3)cn2c1N(CC)Cc1cccc(Br)c1	2
84	Cc1cc(C(=O)COC(=O)c2ccc(NC(=O)CC#N)cc2)c(C)n1CC(F)(F)F	-5
85	CCCCCNC(=O)C(c1cccc2ccccc12)n1c(=O)c(-c2ccco2)nc2ccccc21 (stereo unspecified)	10
86	O=S1(=O)N[C@H](Cc2ccccc2)COc2cc(N3CCC[C@@H]3CO)ccc21	-21
87	COc1ccc(N2c3ccccc3CN(Cc3ccccc3)[C@@H](C)[C@H]2Cc2c(C)cccc2C)cc1	10
88	CCOC(=O)[C@]12CCC=C1N(Cc1cccc3ccccc13)C(=O)[C@H](CC(=O)NCc1ccc(C)o1)C2	19
89	Nc1cc(=O)[nH]c(SCc2ccccc2)n1	-20
90	O=C1COc2ccccc2C(c2nc3ccccc3[nH]2)N1Cc1ccccc1 (stereo unspecified)	-5

From no. 79 to 90, as listed above:
#	Structure	EBI2 antag
79	CC(C)C[C@@H](COCc1ccc(F)cc1)N1CCN(C(=O)c2cccc(C(F)(F)F)c2)CCC1=O	0
80	CSCCC(C(=O)Nc1c(C)cccc1C)N1CCN(C/C=C/c2ccccc2)CC1 (stereo unspecified)	14
81	N#Cc1ccc(C(=O)N2CCCC(c3cc(C(=O)NCc4cccnc4)no3)C2)cc1 (stereo unspecified)	-4
82	Cc1nc(NC(=O)c2ccccc2)sc1-c1cc(C(=O)N2CCOCC2)nn1CCO	-4
83	CCc1nc2ccc(C(=O)N3CCN(C(=O)c4ccco4)CC3)cn2c1N(CC)Cc1cccc(Br)c1	2
84	Cc1cc(C(=O)COC(=O)c2ccc(NC(=O)CC#N)cc2)c(C)n1CC(F)(F)F	-5
85	CCCCCNC(=O)C(c1cccc2ccccc12)n1c(=O)c(-c2ccco2)nc2ccccc21 (stereo unspecified)	10
86	O=S1(=O)N[C@H](Cc2ccccc2)COc2cc(N3CCC[C@@H]3CO)ccc21	-21
87	COc1ccc(N2c3ccccc3CN(Cc3ccccc3)[C@@H](C)[C@H]2Cc2c(C)cccc2C)cc1	10
88	CCOC(=O)[C@]12CCC=C1N(Cc1cccc3ccccc13)C(=O)[C@H](CC(=O)NCc1ccc(C)o1)C2	19
89	Nc1cc(=O)[nH]c(SCc2ccccc2)n1	-20
90	O=C1COc2ccccc2C(c2nc3ccccc3[nH]2)N1Cc1ccccc1 (stereo unspecified)	-5

Remaining list, next part:
#	Structure	EBI2 antag
91	COc1ccccc1C(CC(=O)c1ccccc1)C(=O)c1ccccc1 (stereo unspecified)	-25
92	Cn1nc(C(=O)NCC(=O)Nc2ccc(F)c(F)c2)ccc1=O	6
93	COc1ccc(NC(=O)CNc2ccc(OC)c(S(=O)(=O)N3CCOCC3)c2)cc1	-14
94	Nc1nc(N)c2c(n1)CN(Cc1ccc(Cl)cc1)C2	-10
95	COc1ccc(NC(=S)N2CCC3CC2c2cc(-c4ccc5c(c4)OCO5)ccc23)c(OC)c1 (stereo unspecified)	25
96	C[C@@H]1ON(C)[C@H]2C[C@H]3c4[nH]c5ccc(-c6ccc7c(c6)OCO7)cc5c4CCN3C[C@@H]12	5
97	CN1OC[C@@H]2CN(C(=S)NCCc3ccccc3)[C@H](c3ccc(N4CCCCC4)cc3)C[C@@H]21	6
98	Cc1cccc(C)c1NC(=S)NC(=O)c1cccc(Cl)c1	9
99	COC(=O)c1ccc(Cn2c(C)c(C(=O)NCc3ccc(Cl)c(Cl)c3)sc2=O)o1	2
100	O=C(O)c1c(-c2ccccc2)cnc2ccccc12	-9
101	CC1=C(C(=O)N(C)C)CC(CC(=O)NC2CCCCC2)C(=O)N1Cc1ccccc1 (stereo unspecified)	-5
102	CN(C)c1ccc(-c2ccnc3c2CC(C)(C(=O)NCc2ccccc2)O3)cc1 (stereo unspecified)	11
103	OCc1cccc(-c2cnc3c(Nc4cccc(OC(F)(F)C(F)F)c4)nccn23)c1	51*
104	CC(C)Oc1cc(F)ccc1-c1cc(C(=O)Nc2ccc(F)cc2)[nH]n1	29
105	COc1ccc(S(=O)(=O)N2CCCC(C(=O)NCc3cccnc3)C2)cc1C (stereo unspecified)	-1

These rows are one share of the data; count on the stated rates, not on these rows.
